Screening results as filed in PubChem BioAssay.
PTAP TSG101 blk: blocks PTAP/TSG101 interaction to inhibit HIV-1 budding; 340,000 tested, under 10 active; Fluorescence polarization, FITC-PTAP peptide / Tsg101 binding; Potency, µM (titrated, usually from 115 µM), for the others: at the highest dose activity change, negative = inhibition, hits mostly inhibitors; Q99816; active means well fitted inhibition curve with a large enough effect in the main read-out, with a control signal flat, not every such curve was filed as active; inconclusive means small, poorly fitted or top-dose-only effect, or effect the other way, or a change in a side signal; inactive means no such curve, though single readings can be large or run the other way; further: potency means the concentration at half of the fitted maximal effect; % of control where 0% means no effect
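Fluorescence polarization binding of Tsg101 binding domain (10 uM final) to FITC-labeled PTAP peptide (50 nM final) in HEPES pH 7.5 buffer with NaCl, Tween 20, EDTA, TCEP. Compounds added before peptide; binding 20 min at RT.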
Mito fusion act: inhibitors of mitochondrial division or activators of mitochondrial fusion; S. cerevisiae fusion-defective mutant growth rescue, CellTiterGlo 48 h; Potency, µM (highest dose often 46.1 µM), for the others: top-dose growth rescue (activation), most hits filed as activators; actives 0.23% (n = 320,000); AID 485298;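 further: potency means the concentration at half of the fitted maximal effect; % of control where 0% means no effect; nearly all actives have a fitted effect of over 45% in size; temperature-sensitive fusion mutants such as fzo1-1 at 37 °C on non-fermentable ethanol glycerol medium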
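Growth-rescue viability read-out: after 48 h at the non-permissive 37C in glycerol/ethanol YPEG, yeast mitochondrial fusion mutants are measured by CellTiterGlo luminescence; compounds (23 nl pinned per well) restoring growth score as division inhibitors or fusion activators.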
AT treatment: candidate therapy for ataxia-telangiectasia; […] A-T fibroblasts, KAP-1 phosphorylation AlphaLISA; neocarzinostatin DNA damage 30 min before lysis; Potency, µM (series often up to 57.5 µM), without a hit: at the highest dose activation, hits mostly activators; actives 0.19% (n = 320,000); AID 485349; further: potency means the concentration at half of the fitted maximal effect; % of control where 0% means no effect; nearly all actives have a fitted effect of over 45% in size
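ATM-like activity read as KAP-1 phosphorylation via AlphaLISA donor/acceptor antibody pairs after lysis and 6 hr at 25C. Cells were ATM-null patient fibroblasts ([…], hTERT), dosed 60 min, then exposed to the DSB inducer NCS for 30 min.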
Integrin act MD: integrin-mediated muscular dystrophy alleviation activation. alpha7betagal myoblasts, beta-gal FDG fluorescence, 48 h. Potency, µM (top dose mostly 38.3 µM), for the others: top-dose activation, most hits filed as activators. actives 0.064% (n = 350,000). AID 624291;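 further: potency means the concentration at half of the fitted maximal effect; 100% = response of the positive control SU9516; nearly all actives have a fitted effect of over 60% in size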
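alpha7betagal+/- myoblasts (passage 13, 250/well) treated 48 h at 37C with compounds at 1:260 dilution of DMSO stock. Lysed, then beta-galactosidase activity read as FDG fluorescence (ex 480/em 540) after 30 min, with pre-read for autofluorescence.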
TCR act: activators of T cell receptors; primary human leukocytes, anti-CD3, IL-2 HTRF, 48 h; Potency, µM (top dose mostly 9.22 µM), without a hit: at the top dose activation of IL-2 secretion, usual class: activators; 330,000 tested, under 10 active; AID 504894; further: % of control where 0% means no effect
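IL-2 release read by HTRF sandwich (Eu cryptate donor, d2 acceptor, 665 nm emission) after 48 hr exposure of primary human leukocytes to compound together with anti-CD3 beads in the absence of co-stimulatory signals.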
ASM inhibitor: human S-ASM enzyme inhibition | P17405 | placental ASM, HMU-PC fluorogenic substrate, 60 min | Potency, µM (titrated, usually from 57.5 µM), inactives show at the highest dose activity change, negative = inhibition, most hits filed as inhibitors | actives 0.006% (n = 340,000) | AID 504937; further: potency means the concentration at half of the fitted maximal effect
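Fluorogenic HMU-PC substrate (9 uM final) is turned over by placental ASM in 60 min at 37 C after a 10 min compound preincubation. Reaction ended by alkaline stop (pH 10), with fluorescence read at 386/447 nm.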
TSHR antagonist: blocks TSH signaling through the human TSH receptor. P16473. TSHR-expressing cells, TSH-stimulated cAMP HTRF, 2 h; hits give low values. activity change, negative = inhibition, % at 11.5 µM. actives 0.2% (n = 330,000);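 active means activity change below a set negative limit, meaning inhibition stronger than a set level, cut at about -70% in these data; inconclusive means activity change between two set negative limits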; further: on the % scale 0 is the no-effect control and ±100 the full control effect
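Inhibition of cAMP made by TSHR-expressing cells under TSH stimulation (4nM final, EC80; 2 h, 37 deg C) is quantified with a one-step lysis HTRF kit, anti-cAMP cryptate versus cAMP-d2.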
Menin-MLL TR inh: menin-MLL binding inhibition, Texas Red mutant peptide; Menin + Texas Red MLL mutant peptide, fluorescence polarization; AID 1768; actives 0.23% (n = 270,000); Potency, µM (top dose mostly 61.6 µM), for the others: top-dose FP activity change, negative = inhibition, most hits filed as inhibitors; active means well fitted inhibition curve with a large enough effect in the polarisation, with a control signal flat, not every such curve was filed as active; inconclusive means small, poorly fitted or top-dose-only effect, or effect the other way, or a change in a side signal; inactive means no such curve, though single readings can be large or run the other way; the % refers to the polarisation; further: potency means the concentration at half of the fitted maximal effect; % of control where 0% means no effect; many of its hits are not listed in these tables
MBNL1 CUG block: blocks human MBNL1 binding to CUG repeat RNA. Q9NR56. TR-FRET MBNL1-His/biotin-(CUG)12 binding, 665/545 ratio. Potency, µM (highest dose often 57.5 µM), for the others: top-dose activity change, negative = inhibition, hits mostly inhibitors. actives 0.036% (n = 280,000). AID 2675; active means well fitted inhibition curve with a large enough effect in the signal ratio, with a control signal flat, not every such curve was filed as active; inconclusive means small, poorly fitted or top-dose-only effect, or effect the other way, or a change in a side signal; inactive means no such curve, though single readings can be large or run the other way; the % refers to the signal ratio; further: potency means the concentration at half of the fitted maximal effect; on the % scale 0 is the no-effect control and ±100 the full control effect
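His-tagged MBNL1 binding to biotinylated (CUG)12 RNA was measured by TR-FRET using terbium anti-His antibody (0.055 ng/ul final) and streptavidin-XL665 (5 nM final). Compounds were titrated 92 nM to 58 uM; 60 min at room temperature.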
MLL CXXC-DNA inh: MLL CXXC-DNA interaction inhibition; AID 2662; actives 0.037% (n = 290,000); MLL-CXXC / FITC-HOXA9 DNA fluorescence polarization; Q03164; Potency, µM (top dose mostly 115 µM), inactives show top-dose activity change, negative = inhibition, actives largely listed as inhibitors; active means well fitted inhibition curve with a large enough effect in the polarisation, with a control signal flat, not every such curve was filed as active; inconclusive means small, poorly fitted or top-dose-only effect, or effect the other way, or a change in a side signal; inactive means no such curve, though single readings can be large or run the other way; the % refers to the polarisation; further: potency means the concentration at half of the fitted maximal effect
Target sequence (Q03164 whole entry, looked up): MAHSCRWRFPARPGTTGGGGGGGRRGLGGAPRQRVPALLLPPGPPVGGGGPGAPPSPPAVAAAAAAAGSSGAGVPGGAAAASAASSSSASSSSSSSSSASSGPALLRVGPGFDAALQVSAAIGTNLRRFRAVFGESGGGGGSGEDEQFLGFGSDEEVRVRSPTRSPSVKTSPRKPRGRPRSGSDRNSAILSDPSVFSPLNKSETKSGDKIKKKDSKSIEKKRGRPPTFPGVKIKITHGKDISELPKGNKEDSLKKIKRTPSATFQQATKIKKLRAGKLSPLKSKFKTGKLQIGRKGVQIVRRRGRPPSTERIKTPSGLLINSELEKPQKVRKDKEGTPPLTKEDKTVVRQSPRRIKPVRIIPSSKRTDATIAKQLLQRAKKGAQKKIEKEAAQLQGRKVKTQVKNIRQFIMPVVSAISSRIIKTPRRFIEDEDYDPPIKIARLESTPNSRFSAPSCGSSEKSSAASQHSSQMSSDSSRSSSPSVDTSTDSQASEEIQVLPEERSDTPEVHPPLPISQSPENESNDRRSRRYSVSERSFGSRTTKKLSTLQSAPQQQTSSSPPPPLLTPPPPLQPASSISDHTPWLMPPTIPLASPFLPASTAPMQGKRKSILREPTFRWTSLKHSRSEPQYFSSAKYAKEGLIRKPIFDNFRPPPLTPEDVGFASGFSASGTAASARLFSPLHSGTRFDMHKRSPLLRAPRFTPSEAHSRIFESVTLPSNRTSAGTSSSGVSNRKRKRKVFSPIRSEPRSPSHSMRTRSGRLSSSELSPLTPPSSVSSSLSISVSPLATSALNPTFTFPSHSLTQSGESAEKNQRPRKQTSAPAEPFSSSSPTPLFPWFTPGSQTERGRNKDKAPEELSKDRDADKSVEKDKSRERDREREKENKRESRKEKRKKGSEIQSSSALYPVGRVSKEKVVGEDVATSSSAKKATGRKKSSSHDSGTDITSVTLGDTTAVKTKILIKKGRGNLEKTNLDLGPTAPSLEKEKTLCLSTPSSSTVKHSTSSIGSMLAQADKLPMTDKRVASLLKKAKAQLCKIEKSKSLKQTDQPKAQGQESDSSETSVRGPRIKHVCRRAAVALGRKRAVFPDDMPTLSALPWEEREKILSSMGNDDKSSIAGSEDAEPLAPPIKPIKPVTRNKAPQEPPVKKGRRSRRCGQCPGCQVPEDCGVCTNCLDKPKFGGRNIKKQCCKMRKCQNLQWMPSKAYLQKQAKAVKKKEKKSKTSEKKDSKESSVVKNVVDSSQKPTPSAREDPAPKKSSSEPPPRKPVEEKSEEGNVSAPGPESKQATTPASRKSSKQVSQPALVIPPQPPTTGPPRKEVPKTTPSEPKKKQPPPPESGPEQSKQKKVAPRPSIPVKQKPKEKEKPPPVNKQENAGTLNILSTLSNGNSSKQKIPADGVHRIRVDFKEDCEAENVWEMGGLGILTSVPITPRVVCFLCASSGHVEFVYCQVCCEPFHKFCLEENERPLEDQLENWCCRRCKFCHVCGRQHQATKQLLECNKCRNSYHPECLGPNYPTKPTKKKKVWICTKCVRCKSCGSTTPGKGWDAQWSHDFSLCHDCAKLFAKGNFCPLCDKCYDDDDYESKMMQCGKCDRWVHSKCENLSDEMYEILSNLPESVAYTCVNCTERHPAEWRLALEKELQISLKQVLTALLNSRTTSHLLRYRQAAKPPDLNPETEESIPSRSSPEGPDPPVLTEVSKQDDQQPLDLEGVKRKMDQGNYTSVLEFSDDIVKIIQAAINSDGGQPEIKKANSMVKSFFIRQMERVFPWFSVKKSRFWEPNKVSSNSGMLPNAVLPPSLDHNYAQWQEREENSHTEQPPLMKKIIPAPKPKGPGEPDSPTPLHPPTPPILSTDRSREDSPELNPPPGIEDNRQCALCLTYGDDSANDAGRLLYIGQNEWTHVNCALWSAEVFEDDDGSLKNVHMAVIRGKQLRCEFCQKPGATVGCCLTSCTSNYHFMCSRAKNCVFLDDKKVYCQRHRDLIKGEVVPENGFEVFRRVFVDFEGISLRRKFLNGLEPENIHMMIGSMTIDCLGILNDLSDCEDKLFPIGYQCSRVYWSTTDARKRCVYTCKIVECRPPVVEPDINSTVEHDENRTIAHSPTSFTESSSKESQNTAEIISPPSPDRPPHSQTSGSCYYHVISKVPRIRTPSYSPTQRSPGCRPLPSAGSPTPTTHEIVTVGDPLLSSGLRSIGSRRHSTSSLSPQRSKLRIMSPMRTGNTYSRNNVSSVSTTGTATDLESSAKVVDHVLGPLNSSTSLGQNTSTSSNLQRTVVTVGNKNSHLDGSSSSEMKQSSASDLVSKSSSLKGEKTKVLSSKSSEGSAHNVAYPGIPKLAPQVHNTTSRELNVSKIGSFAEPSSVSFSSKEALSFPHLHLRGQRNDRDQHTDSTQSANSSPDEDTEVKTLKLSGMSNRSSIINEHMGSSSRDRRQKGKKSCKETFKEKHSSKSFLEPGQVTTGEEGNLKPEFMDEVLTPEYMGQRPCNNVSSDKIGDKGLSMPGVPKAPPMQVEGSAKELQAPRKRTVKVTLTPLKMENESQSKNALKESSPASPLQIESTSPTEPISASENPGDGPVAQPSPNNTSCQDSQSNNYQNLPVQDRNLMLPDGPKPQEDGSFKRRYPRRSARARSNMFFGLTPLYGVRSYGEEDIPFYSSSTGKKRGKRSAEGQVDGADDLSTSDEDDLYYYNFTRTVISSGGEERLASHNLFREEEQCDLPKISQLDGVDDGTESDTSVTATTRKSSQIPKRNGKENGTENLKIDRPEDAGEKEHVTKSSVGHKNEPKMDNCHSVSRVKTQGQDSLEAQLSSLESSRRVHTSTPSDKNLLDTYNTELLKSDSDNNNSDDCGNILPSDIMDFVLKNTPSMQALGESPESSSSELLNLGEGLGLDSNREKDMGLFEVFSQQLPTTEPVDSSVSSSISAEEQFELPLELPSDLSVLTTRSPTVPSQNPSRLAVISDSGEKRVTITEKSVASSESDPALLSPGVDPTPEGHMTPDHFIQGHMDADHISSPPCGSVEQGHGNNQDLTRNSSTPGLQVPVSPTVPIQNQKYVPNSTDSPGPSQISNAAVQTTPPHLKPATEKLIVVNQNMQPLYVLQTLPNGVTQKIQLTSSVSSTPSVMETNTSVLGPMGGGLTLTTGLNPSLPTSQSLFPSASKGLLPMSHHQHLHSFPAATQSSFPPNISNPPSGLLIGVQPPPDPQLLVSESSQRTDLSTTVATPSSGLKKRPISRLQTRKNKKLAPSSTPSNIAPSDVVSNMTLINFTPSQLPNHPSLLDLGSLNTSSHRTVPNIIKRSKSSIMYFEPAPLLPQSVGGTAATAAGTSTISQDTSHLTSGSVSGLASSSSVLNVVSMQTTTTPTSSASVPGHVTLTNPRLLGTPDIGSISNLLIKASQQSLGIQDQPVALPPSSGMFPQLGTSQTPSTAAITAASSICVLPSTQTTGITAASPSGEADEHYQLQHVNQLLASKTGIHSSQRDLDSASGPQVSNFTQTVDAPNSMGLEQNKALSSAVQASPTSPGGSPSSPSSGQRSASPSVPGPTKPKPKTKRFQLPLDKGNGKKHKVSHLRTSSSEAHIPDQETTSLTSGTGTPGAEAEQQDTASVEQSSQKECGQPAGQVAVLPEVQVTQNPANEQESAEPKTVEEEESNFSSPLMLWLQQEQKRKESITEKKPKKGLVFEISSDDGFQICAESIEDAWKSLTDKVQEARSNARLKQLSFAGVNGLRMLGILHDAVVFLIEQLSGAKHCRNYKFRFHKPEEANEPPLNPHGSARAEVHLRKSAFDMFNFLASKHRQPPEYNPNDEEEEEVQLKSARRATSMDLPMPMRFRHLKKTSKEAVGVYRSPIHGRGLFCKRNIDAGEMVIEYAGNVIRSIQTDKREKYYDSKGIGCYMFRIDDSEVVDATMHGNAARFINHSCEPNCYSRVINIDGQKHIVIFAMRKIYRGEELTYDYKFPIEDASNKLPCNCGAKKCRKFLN
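Fluorescence polarization: 7 uM MLL-CXXC (stock) preincubated 5 min with compounds, then 50 nM fluorescein-HOX-A9 DNA (stock) added; 30 min ambient. Buffer 50 mM Tris-HCl pH 7.5, 50 mM NaCl, 1 mM DTT, 0.05% BSA.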
* hit, by the source's call; ? = inconclusive; nt = no result given; & = joins results of further samples; [ ] = dose if it differs, or a comment. Unless noted, the call rests on the fitted dose curve; in most records, active means well fitted curve in the direction sought with a large enough effect; inconclusive means small, poorly fitted or top-dose-only effect, or another doubt; inactive means no such curve, though single readings can be large; an effect the other way counts as inactive or inconclusive. Only part of the results is shown, so the mix of outcomes need not match the whole.

SMILES,PTAP TSG101 blk,Mito fusion act,AT treatment,Integrin act MD,TCR act,ASM inhibitor,TSHR antagonist,Menin-MLL TR inh,MBNL1 CUG block,MLL CXXC-DNA inh
CCCCN1CC(=O)N2[C@H]3c4ccc(OC)cc4OC[C@@H]3[C@H](C(=O)OCC)[C@]2(C)C1=O,nt,-2%,-11%,7%,1%,6%,9,nt,nt,nt
Cc1ccc(NC2c3ncccc3C(=O)N2Cc2cccs2)cc1 (configuration not stated),0%,6%,0%,-17%,-4%,-1%,0,0%,40µM*,6%
O=C1C(=O)N(Cc2cccs2)c2ccccc21,-1%,0%,-1%,-39%,nt,-2%,-7,-9%,?,-13%
CC1CCc2c(nc3ncnn3c2NCCc2ccccc2F)C1 (configuration not stated),-3%,1%,4%,21%,nt,-1%,-23,6%,14%,-8%
Cc1cccc(C(=O)O/N=C/c2c(Cl)n(C)c3ccccc23)c1,-4%,1%,6%,25%,-3%,-6%,-8,12%,1%,11%
Cc1[nH]n(-c2ccccc2)c(=O)c1Sc1ccc(Cl)cc1,-7%,25%,-12%,11%,-4%,2%,-12,?,3%,2%
COCC(C)N1CCC(Oc2cccc(C(=O)NCCc3ccccc3)c2)CC1 (configuration not stated),-5%,5%,17%,?,1%,2%,39,nt,-9%,-5%
COc1cc(C(O)P(=O)(OCC(C)C)OCC(C)C)cc(OC)c1OC (configuration not stated),1%,-2%,-5%,6%,3%,1%,7,-5%,4%,-6%
Cc1ccc(-c2csc3ncnc(-n4nc(C)cc4N)c23)cc1,-1%,2%,-3%,4%,5%,-1%,4,-11%,-5%,-9%
CC(NC(=O)c1cccnc1)C(c1ccccc1)N1CCN(C)CC1 (configuration not stated),-6%,-2%,4%,-24%,2%,-2%,-3,4%,?,10%
Cn1c(=O)c2cc(S(=O)(=O)NCCC(=O)NCCc3ccc(Cl)cc3)ccc2n(C)c1=O,0%,0%,-5%,22%,-1%,-6%,-4,-10%,-7%,-1%
COC(CC(=O)NNC(=S)Nc1ccc(Cl)cc1)OC,2%,-6%,4%,-23%,-1%,-1%,7,-23%,-5%,-2%
c1ccc(-c2ccccc2OCCN2CCCC2)cc1,-6%,0%,-1%,-17%,1%,1%,-14,-11%,-9%,4%
COc1ccc(N(C)C(=O)Cc2c(C(=O)O)n(C)c3ccccc23)cc1,-5%,5%,-9%,3%,3%,5%,1,8%,5%,-6%
CCOc1ccc(NS(=O)(=O)c2ccc(NC(=S)NC(=O)C(C)C)cc2)cc1,-3%,16%,0%,7%,-2%,-11%,-6,31%[activator],-2%,9%
COC(=O)c1ccccc1N1C(=O)[C@@H]2C(c3ccc(Br)cc3)=NO[C@@H]2C1=O,-2%,2%,9%,-8%,4%,-5%,0,?,-4%,2%
CCN1CCN(C(=O)C(=O)c2cn(CC(=O)N(CC)CC)c3ccccc23)CC1,0%,0%,-10%,28%,nt,5%,18,0%,-6%,?
Cc1sc(NC(=O)CSc2nnnn2C)c(C#N)c1C,-1%,-7%,-2%,17%,-2%,1%,-2,-2%,-9%,9%
COc1ccc(C2Nc3ccccc3NC3=C2C(=O)CC(C)(C)C3)c(OC)c1OC (configuration not stated),1%,1%,4%,1%,nt,-1%,-2,3%,8%,2%
NC(=O)CN1C(=O)C(O)(CC(=O)/C=C\c2ccc3c(c2)OCO3)c2ccccc21 (configuration not stated),-1%,-2%,7%,-16%,5%,33%[activator],12,7%,-6%,-27%
Cc1ccc(NC2=CC(=O)C(=O)c3ccccc32)c(C)c1,0%,9%,28%,-55%[inhibitor],48%,0%,17,nt,nt,nt
O=C(c1cnn(C(=O)c2ccco2)c1)c1cc(Cl)cc(Cl)c1O,?,nt,-13%,3%,2%,3%,nt,nt,nt,nt
CC(NC(=O)CN(C)S(=O)(=O)c1cnc[nH]1)c1ccccc1 (configuration not stated),-5%,2%,2%,15%,-7%,11%,1,-1%,-6%,1%
N#Cc1ccsc1NC(=O)C1CCN(S(=O)(=O)c2cccs2)CC1,4%,6%,-6%,-17%,-2%,-1%,-1,nt,nt,nt
CC1CCN(C(=O)CC(NC(=O)c2ccccc2Cl)c2ccccc2)CC1 (configuration not stated),1%,0%,2%,22%,5%,-2%,18,nt,-4%,11%
Oc1ccc(-c2nc(=S)[nH][nH]2)cc1,-1%,2%,nt,9%,5%[46.1 µM],6%,7,-13%,?,-10%
COc1ccccc1S(=O)(=O)Nc1cc(C)nn1-c1ccc(C)cc1,-6%,1%,-3%,-15%,5%,-2%[11.5 µM],14,nt,5%,-2%
CCN1C(=O)[C@H]2[C@H]3CN=C(SCc4ccc(C(=O)OC)cc4)N3[C@@](CC)(C(=O)OC)[C@H]2C1=O,-2%,nt,6%,1%,-4%[46.1 µM],-6%,13,nt,nt,nt
Cc1onc(-c2c(Cl)cccc2Cl)c1C(=O)N[C@@H]1C(=O)N2[C@@H]1SC(C)(C)[C@@H]2C(=O)O,-1%&-4%,1%&5%,3%&-2%,4%,1%&-3%,4%&1%,4&-2,35%[activator],0%,5%
N[C@@H](COP(=O)(O)O)C(=O)O,nt,-14%,nt,nt,nt,nt,-14,13%,nt,2%
COC(=O)c1ccc(OCC(=O)c2ccc(O)cc2O)cc1,-6%,11%,3%,0%,11%,-6%,-28,2%,10%,-1%
COc1ccc(NC(=O)c2cc(-c3ccc(C)o3)nc3ccccc23)cc1,1%,nt,nt,-12%,1%,45%[activator],nt,nt,nt,nt
CC(C)S(=O)(=O)C1=NSC2=NC(=O)/C(=C\c3ccc(-c4ccccc4)o3)C(=N)N21,2%,-11%,2%,21%,2%[46.1 µM],7%,-86*,?,2%,18%
NC(=O)c1ccc(NC(=O)Cn2c(=O)n(-c3ccccc3)c(=O)c3oc4ccccc4c32)cc1,-4%,1%,2%,4%,1%,-5%,-3,0%,-1%,3%
COc1ccc([N+](=O)[O-])cc1NC(=O)CCSCCc1ccccn1,-3%,0%,4%,-7%,-4%,-2%,-13,7%,?,-11%
Cn1cccc1C(=O)NC(=O)CSc1cccc[n+]1[O-],-5%,-13%,-15%,0%,-22%,0%,11,3%,-5%,-3%
CC(C)C(=O)Nc1cccc(NC(=O)c2cccc(Br)c2)c1,0%,8%,8%,-23%,1%,-3%,-19,2%,-9%,0%
COc1ccccc1NC(=S)NC(=O)CCc1ccccc1,-1%,-9%,6%,-3%,nt,-3%,4,nt,-5%,22%
N/C(=N\OCc1ccccc1)c1nonc1N,-1%,8%,1%,?,-1%,-3%,30,-14%,-7%,11%
Cc1cc(NC(=O)C2COc3ccccc3O2)no1 (configuration not stated),-5%,-1%,10%,7%,5%[46.1 µM],0%,-6,-12%,3%,1%
CC(C)OCCCn1c(=N)c(C(N)=S)cc2c(=O)n3ccccc3nc21,-3%,4%,3%,-8%,-1%,68%[activator],-14,-10%,?,-2%
CC(C)(C)c1ccc(-c2noc(CCC(=O)Nc3cccnc3)n2)cc1,-4%,31%,11%,24%,-3%,21%,-13,4%,3%,-4%
O=c1c(Cc2c(F)cccc2Cl)c(O)ccn1CCCn1ccnc1,-1%,-4%,0%,0%,2%,-6%,-3,22%,-3%,?
COC(=O)Cn1c(N2CCCC2)nc2c1c(=O)n(C)c(=O)n2C,-1%,-2%,0%,23%,2%,5%,-25,-4%,-8%,-1%
O=C(NC1CCCCC1)c1cccc(S(=O)(=O)N2CCOCC2)c1,-6%,-7%,8%,3%,4%,-2%,2,0%,5%,3%
COc1cccc(NC(C)C(=O)N2CC(C)OC(C)C2)c1 (configuration not stated),-2%,1%,-1%,-10%,6%,2%,-2,-28%,-3%,0%
O=C(COC(=O)Cc1c[nH]c2ccccc12)Nc1cc(S(=O)(=O)N2CCOCC2)ccc1Cl,-2%,nt,1%,-14%,nt,-19%,8,nt,nt,nt
O=C(Cc1ccc(Cl)cc1)NCC(=O)N1CCCC1,-4%,-1%,12%,15%,4%,-2%,3,-1%,4%,6%
CC1CC2=C(NC(=S)NC2c2cccc(F)c2)/C(=C/c2cccc(F)c2)C1 (configuration not stated),-2%,29%,-25%,14%,6%,-7%,-12,-2%,1%,18%
CCCN(CCC)CCNc1c(NC2CCN(C(=O)OCC)CC2)c(=O)c1=O,0%,0%,-3%,8%,1%,1%,5,4%,-6%,15%
